Screening data deposited in PubChem by several laboratories.
VIM-2 inh: inhibitors of Pseudomonas aeruginosa VIM-2 metallo-beta-lactamase; purified VIM-2, nitrocefin hydrolysis, epi-absorbance fluorescence; inhibition, % at 5.6 µM; actives 0.89% (n = 290,000); AID 1527;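 active means inhibition above the mean of all tested compounds plus 3 SD, cutoff set per screening run, cut at about 7.5% in these data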;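 further: red hydrolysis product quenches plate fluorescence so inhibitors raise well fluorescence; 0% = enzyme with DMSO and 100% = DMSO without enzyme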
pCIP destab: p/CIP protein destabilization; F442A p/CIP-EGFP cells, EGFP fluorescence, 16 h; decrease of EGFP signal, % at 10 µM; actives 0.01% (n = 290,000); AID 1984;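 active means EGFP signal decrease of at least 30% at 10 µM or well 3 SD below plate mean, unless failing retest; inactive means the rest, including hits failing retest or dose response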; further: some compounds called inactive have numbers as strong as hits; many of its hits are not listed in these tables
IDE cell activ: IDE (human) activation, cell-based. actives 0.073% (n = 340,000). activation, % at 5.96 µM. AID 493087. HEK cells, FAbeta-B cleavage, fluorescence polarization; 0% vehicle, 100% cell-free pure enzyme wells. P14735;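 active means activation above the mean of all tested compounds plus 3 SD, set per screening campaign, cut at about 17% in these data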
Target sequence (P14735 whole entry, looked up): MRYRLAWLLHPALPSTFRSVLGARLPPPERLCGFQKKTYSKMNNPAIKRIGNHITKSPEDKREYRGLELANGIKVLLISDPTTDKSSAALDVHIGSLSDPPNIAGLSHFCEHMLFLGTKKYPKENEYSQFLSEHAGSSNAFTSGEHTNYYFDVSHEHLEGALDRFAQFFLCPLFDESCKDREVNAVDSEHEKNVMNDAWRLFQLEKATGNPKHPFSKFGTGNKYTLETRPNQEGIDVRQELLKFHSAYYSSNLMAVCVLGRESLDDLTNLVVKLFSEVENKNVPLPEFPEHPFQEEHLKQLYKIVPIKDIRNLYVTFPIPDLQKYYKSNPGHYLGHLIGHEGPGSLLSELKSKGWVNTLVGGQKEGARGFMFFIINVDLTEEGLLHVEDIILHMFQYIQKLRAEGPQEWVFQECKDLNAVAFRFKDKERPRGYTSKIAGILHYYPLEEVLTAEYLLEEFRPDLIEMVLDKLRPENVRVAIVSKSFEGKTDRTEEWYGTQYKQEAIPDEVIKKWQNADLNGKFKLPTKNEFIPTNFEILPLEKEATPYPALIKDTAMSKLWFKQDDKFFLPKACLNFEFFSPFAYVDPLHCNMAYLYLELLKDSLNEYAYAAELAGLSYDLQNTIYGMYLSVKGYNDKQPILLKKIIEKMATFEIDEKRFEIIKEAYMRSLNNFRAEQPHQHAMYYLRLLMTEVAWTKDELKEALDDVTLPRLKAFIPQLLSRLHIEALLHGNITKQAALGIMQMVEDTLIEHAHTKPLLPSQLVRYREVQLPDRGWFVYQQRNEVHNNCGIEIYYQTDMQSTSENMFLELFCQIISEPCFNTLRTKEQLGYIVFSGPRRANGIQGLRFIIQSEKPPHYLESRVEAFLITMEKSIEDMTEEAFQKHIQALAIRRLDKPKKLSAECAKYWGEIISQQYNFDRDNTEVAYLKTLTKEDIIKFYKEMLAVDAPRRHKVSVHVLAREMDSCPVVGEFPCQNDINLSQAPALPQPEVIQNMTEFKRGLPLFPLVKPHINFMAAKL
PfM18AAP inh: PfM18AAP enzyme inhibition. recombinant PfM18AAP, H-Glu-NHMec fluorogenic cleavage. inhibition, % at 7.35 µM. actives 1.2% (n = 290,000). AID 1822;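 active means inhibition above the campaign mean inhibition over all tested compounds plus 3 SD, cut at about 28% in these data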;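 further: 0% = plate median of test compound wells and 100% = 2 mM ZnCl2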
IDE inh: cellular human IDE inhibition | HEK cells, FAbetaB cleavage, fluorescence polarization | inhibition, % at 5.59 µM | actives 0.41% (n = 320,000);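 active means percent inhibition above the average of all tested compounds plus 3 SD, set per screening campaign, cut at about 16% in these data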;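 further: IDE supplied by intact live HEK cells; FP after avidin binding of uncleaved biotin substrate so inhibition keeps polarization high; 0% = DMSO wells and 100% = 60 µM reference IDE inhibitor Ii1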
GPR7 antagonist: antagonists of human GPR7 (neuropeptides B/W receptor 1); P48145; GPR7-expressing cells, fluorescence antagonist assay; inhibition, % at 4.4 µM; actives 1.1% (n = 290,000); AID 1861; in the data active means inhibition above about 16%, passing the limit was not always enough;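 further: cells stimulated with the agonist NPW; 0% = agonist with vehicle and 100% = vehicle without agonist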
PHOSPHO1 block: PHOSPHO1 (human) inhibition; recombinant PHOSPHO1, absorbance phosphatase assay; inhibition, % at 13.3 µM; actives 1.1% (n = 290,000); AID 1565; in the data active means inhibition above about 60%
IMP-1 inhibitor: blocks Pseudomonas aeruginosa IMP-1 metallo-beta-lactamase; purified IMP-1, nitrocefin hydrolysis, epi-absorbance fluorescence; inhibition, % at 5.6 µM; actives 0.45% (n = 290,000); AID 1556;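 active means inhibition above the mean plus 3 SD of all compounds in the same screening run, cut at about 4.5% in these data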;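 further: 0% = IMP-1 with DMSO and 100% = DMSO wells lacking enzyme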
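System: purified IMP-1 / Input: IMP-1 dispensed at 0.2 nM / Medium: 50 mM HEPES pH 7.1, 50 µM ZnSO4, 0.05% Brij 35 / Timing: 15 min enzyme–compound preincubation, then 25 min nitrocefin reaction, 25 °C / Technique: plate fluorescence quenching by hydrolysis product, ex 480/em 530 nm / Repeats: singlicate testing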
NALP1 yeast inh: inhibitors of NALP1 inflammasome in yeast. S. cerevisiae NALP1/ASC/caspase-1 growth, X-gal OD620, 72 h. inhibition, % at 10 µM. actives 0.61% (n = 280,000). AID 2071; in the data active means inhibition mostly above about 24%, no sharp cut-off; inactive means mostly below about 32%; further: some compounds called inactive have numbers as strong as hits
* marks the source's active call; other numbers are inactive results; nt = no result given.

SMILES | VIM-2 inh | pCIP destab | IDE cell activ | PfM18AAP inh | IDE inh | GPR7 antagonist | PHOSPHO1 block | IMP-1 inhibitor | NALP1 yeast inh
CCNC(=O)Cn1c(=O)c(=O)n(Cc2ccccc2)c2ccc(Cl)cc21 | -2.3 | -4 | 0 | 3 | -1 | 2 | 0 | -2.9 | 25
COc1cccc(CN2CCN(C(=O)c3cccc(OC)c3)CC2)c1 | -1.7 | 3 | -2 | -3 | 7 | -8 | 29 | -3.5 | 6
O=C(C1=C[C@@H](c2ccc3c(c2)OCO3)C[C@@H](OCCCCO)O1)N1CCN(Cc2ccc3c(c2)OCO3)CC1 | -1.2 | 8 | -3 | 7 | 8 | -15 | 48 | -2.2 | -6
Cc1cc(C)n(C(=O)/C=C/c2cccs2)n1 | -1.9 | -4 | 2 | 3 | 0 | -7 | 6 | -4.5 | 0
O=C1CC(c2ccco2)CC2=C1C1c3ccccc3C(=O)N1c1ccccc1N2 (stereo unspecified) | -1.5 | -12 | -3 | 6 | 6 | 11 | 7 | -4.4 | 20
COc1cccc(CN(C(=O)c2ccccc2)C2CCS(=O)(=O)C2)c1 (stereo unspecified) | -3.0 | 2 | -1 | -8 | 8 | -12 | 2 | -3.9 | -2
COc1ccc(NC(=O)CCNS(=O)(=O)c2cc(Br)cnc2N)c(OC)c1 | -3.2 | -12 | 9 | 3 | -6 | -12 | 47 | -0.7 | -4
N#CCOC(=O)C1c2ccccc2Oc2ccccc21 | -1.6 | -8 | 9 | 1 | 0 | -14 | 35 | -3.2 | 23
Cn1cc(CN2CCC(O)CC2)c(-c2ccc(Oc3ccccc3)cc2)n1 | -2.9 | -5 | 1 | -11 | -5 | -6 | 28 | -4.0 | -4
CCCCN(CC)Cc1ccc(CNC(=O)Nc2ccc(Cl)cc2)o1 | -1.6 | 10 | -3 | 0 | 1 | -4 | -13 | -2.0 | -7
O=C(CCCCCN1C(=O)c2ccccc2C1=O)Nc1ccccc1 | -4.4 | -7 | -1 | 2 | -2 | 2 | -3 | -4.4 | -12
CC(=C/c1ccccc1)/C=N/NC(=O)c1ccccn1 | -5.7 | -4 | nt | 6 | 1 | -8 | 20 | -3.7 | -13
O=C(COc1ccc(Br)cc1Cl)Nn1cnnc1 | -4.5 | 4 | 2 | 43* | -1 | -9 | -32 | -2.3 | 20
CCN(CC)C(=O)Cn1cc(S(=O)(=O)CC(=O)N2CCOCC2)c2ccccc21 | -3.4 | 8 | 4 | 0 | 1 | -17 | -1 | -1.0 | 6
C/C(=N\NC(=O)Cc1ccc(Cl)cc1)c1ccc(F)cc1 | 1.2 | -12 | 1 | -1 | 0 | -20 | 40 | -2.5 | 6
CCCCCCCCCCCCC(=O)CCCCC(=O)O | -2.2 | -19 | 0 | 2 | 4 | -15 | 40 | -2.4 | 1
O=C1CC(c2ccccc2)Cc2nc(NCc3ccco3)ncc21 (stereo unspecified) | -1.4 | -3 | 1 | 3 | 3 | -8 | -7 | -4.5 | 22
O=C(NCC(c1cccnc1)N1CCOCC1)c1ccc2c(c1)OCO2 (stereo unspecified) | -1.2 | -8 | 0 | 4 | -1 | -4 | -1 | -2.7 | 8
CC1CN(C(=S)Nc2ccc(Br)cc2)CC(C)O1 (stereo unspecified) | -0.7 | -6 | 4 | -14 | 3 | -9 | 24 | 0.8 | 11
O=C(NCCCN1CCOCC1)[C@@H]1CSC2c3ccccc3C(=O)N21 (stereo partly specified) | -3.0 | -10 | 3 | -4 | 6 | 25 | -3 | -0.8 | -8
CCOC(=O)c1c(C2COc3ccccc3O2)csc1NC(=O)c1ccco1 (stereo unspecified) | 0.0 | 8 | -3 | 7 | 3 | -22 | 86* | -0.1 | 10
COc1cccc(/C=C2\SC(=O)N(CCC(=O)N3CCC(C(=O)O)CC3)C2=O)c1 | 1.1 | -14 | 4 | 35* | 1 | -12 | 32 | 1.0 | -10
O=C(CCS(=O)(=O)Cc1ccccc1)N1CCN(c2ccccc2)CC1 | -1.9 | -6 | 8 | 10 | 4 | 2 | 5 | -2.3 | 1
CC(Sc1ccsc1[N+](=O)[O-])C(=O)N1CCN(c2ccccn2)CC1 (stereo unspecified) | -3.1 | -12 | 3 | -5 | 7 | 1 | 13 | -2.9 | -2
COc1ccc(CCNS(=O)(=O)c2cccc3cccnc23)cc1OC | -2.3 | -1 | 6 | -6 | 0 | -11 | 20 | -2.0 | -15

Rewritten with values ahead of the structure: entries from further up.
| VIM-2 inh | pCIP destab | IDE cell activ | PfM18AAP inh | IDE inh | GPR7 antagonist | PHOSPHO1 block | IMP-1 inhibitor | NALP1 yeast inh | canonical_smiles |
| --- | --- | --- | --- | --- | --- | --- | --- | --- | --- |
| 1.1 | -14 | 4 | 35* | 1 | -12 | 32 | 1.0 | -10 | COc1cccc(/C=C2\SC(=O)N(CCC(=O)N3CCC(C(=O)O)CC3)C2=O)c1 |
| -1.9 | -6 | 8 | 10 | 4 | 2 | 5 | -2.3 | 1 | O=C(CCS(=O)(=O)Cc1ccccc1)N1CCN(c2ccccc2)CC1 |

(more compounds)
SMILES | VIM-2 inh | pCIP destab | IDE cell activ | PfM18AAP inh | IDE inh | GPR7 antagonist | PHOSPHO1 block | IMP-1 inhibitor | NALP1 yeast inh
Cc1ccc(C)c(C(=O)Nc2ccncc2)c1 | 0.3 | -14 | 6 | -5 | -7 | -12 | 13 | 0.8 | 24
CCOc1ccc(-n2cc(-c3ccccc3)c3c(SC(C)C(=O)OC)ncnc32)cc1 (stereo unspecified) | -0.8 | 6 | 3 | -7 | 4 | -13 | -4 | -2.7 | 25
COC(=O)Nc1ccc(S(=O)(=O)N2c3ccccc3CCC2C)cc1 (stereo unspecified) | -1.5 | -2 | 3 | 7 | -1 | 14 | 12 | -0.9 | -3
CCCCc1nnc(NC(=O)CSCc2cc(=O)n3cc(C)sc3n2)s1 | -3.5 | -2 | 6 | 8 | 7 | -14 | 34 | -2.7 | -15
O=C(CSc1nnc(-c2ccncc2)n1Cc1ccco1)Nc1nc(-c2ccccc2)cs1 | -2.0 | -10 | -11 | 0 | 2 | -3 | 51 | -2.9 | -8
O=C(CSc1nnnn1-c1ccccc1)N1CCCc2ccccc21 | -0.2 | 6 | 6 | 12 | 6 | 4 | -2 | -3.4 | -2
COc1ccc(C2=NN(S(=O)(=O)c3ccccc3)C(c3ccccc3)C2)cc1 (stereo unspecified) | -4.0 | -12 | 5 | -1 | 0 | 1 | 28 | -1.9 | -28
COc1ccc(C(CCNCc2ccc(OC(C)C)cc2)C(C)C)cc1 (stereo unspecified) | -3.1 | -5 | nt | 6 | 4 | 27* | 28 | -2.7 | 16
COc1ccc(/C(C)=N/NC(=O)c2ccc3nc[nH]c3c2)cc1 | -1.4 | -4 | -2 | -4 | 1 | -4 | 23 | -1.2 | 15
O=C(Nc1ccc(Cl)cc1)C1CC(=O)n2c(nc3ccccc32)N1 (stereo unspecified) | -3.7 | -2 | 7 | -1 | -1 | 23* | 40 | -2.3 | -10
CCOc1ccc(/C=N/NC(=O)C2(O)c3ccccc3-c3ccccc32)cc1 | -4.5 | -12 | -1 | 0 | 6 | -3 | -1 | -2.0 | 20
Cc1cc(-c2nnc3n2N=C(c2ccc(-c4ccccc4)cc2)CS3)n[nH]1 | -1.2 | -22 | -1 | -3 | -1 | 3 | 38 | -2.1 | -2
Cc1ccc(CNC(=O)c2ccc3c(=O)c(O)c(-c4ccc(C)cc4)[nH]c3c2)cc1 | nt | -22 | 6 | nt | -4 | nt | 26 | nt | nt
CCCN(CCC)C(=O)c1ccc2nc(-c3ccc(OC)c(OC)c3)c(-c3ccc(OC)c(OC)c3)nc2c1 | 0.2 | -6 | 2 | 0 | 0 | -7 | 25 | -1.9 | 9
COC(=O)c1c(CSc2cccc(C)c2)noc1C(=O)NCc1ccco1 | -1.8 | -14 | 6 | -15 | 3 | -4 | 4 | -2.8 | -18
Cc1ccc(C(=O)O/N=C(\N)c2cccc([N+](=O)[O-])c2)cc1 | -3.9 | -4 | 2 | -9 | -2 | 2 | 35 | 0.2 | -40
CCN1CCN(CCCOc2ccc(Cl)cc2Br)CC1 | 2.3 | 5 | 3 | -3 | -2 | 1 | 37 | -1.7 | 18
CC(C)c1nnc(NC(=O)C2c3ccccc3Oc3ccccc32)s1 | -3.7 | 5 | 1 | 1 | 2 | 4 | -8 | -2.5 | 12
O=C(OCC(=O)N1CCCCC1)c1cc(NS(=O)(=O)c2ccc(Cl)c([N+](=O)[O-])c2)ccc1O | -1.7 | -14 | 4 | -2 | 3 | -12 | -46 | -2.7 | 16
O=C1c2ccccc2C(=O)C1c1ccccc1 | -3.9 | -14 | 8 | 3 | 4 | -10 | 4 | -3.4 | 8
CCCCN(C)CC(O)Cn1cc(/C=C/C(=O)c2cccs2)c2ccccc21 (stereo unspecified) | 0.0 | -20 | -14 | 6 | 5 | 8 | -18 | -3.9 | 7
CC(C)COc1ccc(C(=O)N(Cc2ccco2)C2CCS(=O)(=O)C2)cc1 (stereo unspecified) | -0.2 | 3 | 2 | -11 | -3 | -6 | -39 | 1.3 | 10
Brc1cccc(-c2nnc3sc(CNC4CCCC4)cn23)c1 | -0.1 | -2 | -3 | -8 | 3 | -8 | 7 | -3.7 | -11
CC1C(=O)CC(c2ccco2)NC1c1ccco1 (stereo unspecified) | -5.8 | 1 | nt | 11 | nt | -2 | 1 | -3.8 | 37
Cc1ccc(C)c(N(C(=O)c2snc(C(N)=O)c2N)C(C(=O)NCC2CCCO2)c2ccc(C)o2)c1 (stereo unspecified) | 0.3 | -7 | 1 | -2 | 1 | -4 | 44 | -2.1 | 10
COc1ccccc1-c1n[nH]c(=S)o1 | 0.7 | -5 | 1 | 4 | -2 | -14 | 14 | -1.2 | 2
CCOc1ccc2nc(NC(=O)C3CCN(c4cnccn4)CC3)sc2c1 | -1.1 | 8 | 0 | -13 | 4 | 5 | -8 | -1.0 | 6
O=C(c1cc2cc(Cl)ccc2oc1=O)N1CCOCC1 | -0.4 | 1 | -3 | 0 | -2 | -6 | 34 | 0.8 | 6
Cc1cc(=O)[nH]c(/N=C(\N)Nc2cccc3ccccc23)n1 | -3.5 | -11 | -35 | 0 | 16* | -12 | 29 | -3.4 | -9
COC(=O)c1sc(S(=O)(=O)NCc2ccccc2)c(C(=O)OC)c1C | -2.6 | 0 | 3 | -4 | -1 | -6 | -17 | -3.4 | 21
O=C(NCCCn1ccnc1)C1c2ccccc2Oc2ccccc21 | -1.0 | 3 | 3 | 1 | 0 | -6 | -29 | -1.5 | -4
Cc1cc(C)c2c(N)c(C(=O)NCC3CCCCC3)sc2n1 | -3.1 | -1 | 0 | 15 | 4 | -5 | 54 | -5.4 | 3
COc1ccc(CCNS(=O)(=O)c2ccc(-c3ccc(=O)[nH]n3)o2)cc1OC | 0.4 | 6 | -2 | -5 | 3 | -3 | 40 | -4.5 | 21
CCn1ccc(C(=O)Nc2cccc(Cl)c2)n1 | -0.2 | -14 | 3 | -5 | -2 | -11 | 43 | -1.2 | 15
CCOc1ccc(N2C(=O)CC(SCc3nc4ccccc4[nH]3)C2=O)cc1 (stereo unspecified) | -0.7 | -2 | 1 | 4 | 2 | -3 | 28 | 0.1 | 20
Cc1ccc(-c2cc(N)nc(-c3ccccc3)c2)cc1 | -2.3 | -3 | 6 | -1 | 1 | 0 | 35 | -1.0 | 18
O=C1NCCCCC1NS(=O)(=O)c1ccccc1 (stereo unspecified) | -0.8 | -4 | 1 | -1 | 3 | -11 | 25 | -3.8 | 4
